From PubChem
Rtt109 Vps75 – C. albicans Rtt109 histone acetyltransferase inhibition | 330,000 tested, 0.16% active | purified Rtt109/Vps75, ThioGlo CoA-SH fluorescence, 4 h | inhibition, % at 34.9 µM;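 active = inhibition of at least 50% in every replicate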
Keap1-Nrf2 PPI – Keap1-Nrf2 (human) interaction inhibition; Q14145; Keap1 Kelch-Nrf2 peptide fluorescence polarization, 1536-well; inhibition, % at 9.4 µM; 340,000 tested, 0.15% active; AID 504523; in the data active = inhibition above about 12%;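 note: human Keap1 Kelch domain with fluorescein labeled Nrf2 9mer peptide probe; 0% = neutral control wells and 100% = peptide positive control; higher means more block of Keap1 binding to Nrf2 peptide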
C-LANA FP – blocks KSHV LANA C-terminal domain binding to DNA; MBP-C-LANA/FAM-LBS DNA binding, fluorescence polarization; inhibition, % at 9 µM; 340,000 tested, 0.078% active;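 active = highest replicate inhibition at or above 60% at 9 µM, even if other replicates fall short; inactive = all replicates below 60% inhibition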;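 note: 0% = neutral control wells and 100% = 4 µM acridine orange control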
Mot1-301 SUMO – SUMOylation pathway inhibition by Mot1-301 growth rescue. S. cerevisiae Mot1-301 growth rescue, ATP luminescence, 38.5C; percent above DMSO median, 100 means doubled. growth rescue, % at 18.8 µM. 320,000 tested, 1% active;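 active = every valid replicate shows activation above 250% relative to neutral control wells; inactive = the rest, any valid replicate at or below 250%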;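 note: OY570 slx delta 5 strain wells were the positive control but not used for scaling; some compounds called inactive have numbers as strong as hits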
CDK5 p35 inh – blocks human CDK5/p35 kinase activity | 330,000 tested, 0.01% active | Recombinant CDK5/p35, ADP-Glo luminescence, 60 min | Q00535+Q15078 | inhibition, % at 10 µM;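 active = highest replicate inhibition of at least 50% and at least 75% of replicates reaching 50%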;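 note: plate controls were DMSO neutral control for no effect and GW8510 at 10 µM for full effect; many of its hits are not listed in these tables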
Target sequence (Q00535 whole entry, looked up): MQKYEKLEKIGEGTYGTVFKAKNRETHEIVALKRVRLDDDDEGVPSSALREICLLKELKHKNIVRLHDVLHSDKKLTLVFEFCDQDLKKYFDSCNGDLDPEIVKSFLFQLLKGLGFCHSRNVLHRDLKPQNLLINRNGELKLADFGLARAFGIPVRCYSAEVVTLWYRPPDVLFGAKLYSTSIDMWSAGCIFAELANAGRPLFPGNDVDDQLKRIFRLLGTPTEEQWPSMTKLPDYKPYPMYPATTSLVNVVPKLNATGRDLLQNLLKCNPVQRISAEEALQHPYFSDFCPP
Target sequence (Q15078 whole entry, looked up): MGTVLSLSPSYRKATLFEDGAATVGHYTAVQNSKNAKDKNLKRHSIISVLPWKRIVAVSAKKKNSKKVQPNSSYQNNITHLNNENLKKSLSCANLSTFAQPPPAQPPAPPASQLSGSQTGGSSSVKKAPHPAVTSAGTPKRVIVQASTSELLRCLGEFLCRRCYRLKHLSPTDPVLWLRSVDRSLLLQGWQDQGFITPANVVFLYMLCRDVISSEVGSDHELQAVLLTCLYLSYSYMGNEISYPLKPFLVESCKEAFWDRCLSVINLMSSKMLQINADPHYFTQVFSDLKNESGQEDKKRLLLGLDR
cardiac RTF act – increases calcium sensitivity of human cardiac regulated thin filaments. IANBD-labeled TnC RTF fluorescence at EC20 calcium; 0% EC20 calcium, 100% full calcium. P19429+P45379. activation, % at 7.2 µM. 340,000 tested, 0.24% active;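 active = activation above the mean over all tested compounds plus 3 SD, cut at about 30% in these data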;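 note: rise in fluorescence read as greater calcium sensitivity of cardiac thin filaments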
NSD2 inh – NSD2 (human) methyltransferase inhibition | O96028 | NSD2 peptide methylation, AlphaScreen, 120 min | inhibition, % at 12.5 µM | 310,000 tested, 0.54% active; in the data active = inhibition above about 50%
dFosB activator – enhances mouse delta FosB homodimer DNA binding; activation, % at 25 µM; 340,000 tested, 0.99% active; P13346; AID 493131; purified delta FosB, TAMRA-CDK5 oligo fluorescence polarization; percent of positive-control signal above neutral wells;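 active = mean activation above about 17%, with every replicate also reaching it, limit read from the data, passing the limit was not always enough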;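 note: fluorescence polarization rise as delta FosB binds a TAMRA Cdk5 AP-1 oligo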
Target sequence (P13346 whole entry, looked up): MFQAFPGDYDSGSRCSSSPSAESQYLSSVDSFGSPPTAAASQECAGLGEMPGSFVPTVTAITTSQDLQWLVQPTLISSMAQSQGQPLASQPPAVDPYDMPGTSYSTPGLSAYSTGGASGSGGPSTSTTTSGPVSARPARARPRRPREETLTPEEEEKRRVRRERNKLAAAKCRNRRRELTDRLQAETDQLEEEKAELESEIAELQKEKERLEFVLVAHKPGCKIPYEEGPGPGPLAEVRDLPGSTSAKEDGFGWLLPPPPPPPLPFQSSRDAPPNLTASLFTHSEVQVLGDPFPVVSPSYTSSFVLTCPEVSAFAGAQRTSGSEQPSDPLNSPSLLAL
PfHsp90 yeast 2 – reduces growth (ATP signal) of yeast expressing P. falciparum Hsp90; S. cerevisiae expressing PfHsp90, BacTiter-Glo ATP, 48 h; yeast lacking PDR1 and PDR3 efflux regulators; inhibition, % at 9.4 µM; 310,000 tested, 0.32% active;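 active = every replicate shows inhibition above about 80%, whatever the replicate mean, limit read from the data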;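 note: 0% = DMSO neutral controls and 100% = 20 µM radicicol positive controls; yeast relying on Plasmodium falciparum Hsp90 in place of its own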
PvdQ acylase – blocks Pseudomonas aeruginosa PvdQ acylase activity | purified PvdQ acylase, fluorescence plate reader | 340,000 tested, 0.063% active | AID 488965 | inhibition, % at 10 µM; in the data active = inhibition above about 30%, passing the limit was not always enough;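 note: 0% = vehicle neutral wells and 100% = reference inhibitor wells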
RTF Ca sens inh – cardiac RTF calcium desensitization; inhibition, % at 7.15 µM; P19429+P45379; 340,000 tested, 0.12% active; AID 493244; IANBD-labeled cardiac RTF, Ca2+ fluorescence;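 active = inhibition above the mean inhibition of all tested compounds plus 3 SD, cut at about 17% in these data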;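 note: assay run at fixed EC70 calcium of 1.6 mM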
Active calls of the source: *; . = not tested or not shown.

Abbreviations – A = Rtt109 Vps75; B = Keap1-Nrf2 PPI; C = C-LANA FP; D = Mot1-301 SUMO; E = CDK5 p35 inh; F = cardiac RTF act; G = NSD2 inh; H = dFosB activator; I = PfHsp90 yeast 2; J = PvdQ acylase; K = RTF Ca sens inh
SMILES: N#CC(c1nc2ccccc2nc1OCCO)S(=O)(=O)c1ccccc1 (centres undefined)
  A = 9.9	B = -0.9	C = 4.1	D = -4.5	E = -1.5	F = 2.0	G = 1.6	H = -6.6	I = -3.4	J = -11.5	K = -1.2
SMILES: CC(=O)c1cccc(S(=O)(=O)N2CCC(C(=O)Oc3ccc(-c4nnco4)cc3)CC2)c1
  A = -3.6	B = -4.6	C = 0.2	D = 25.0	E = 0.9	F = -1.0	G = 36.1	H = -4.8	I = -1.2	J = -14.4	K = 4.1
SMILES: O=[N+]([O-])c1cccc(COc2cccc(CN3CCCC3)c2)c1
  A = -5.1	B = 0.3	C = 2.7	D = .	E = 0.7	F = -0.6	G = .	H = 1.3	I = -3.7	J = 11.4	K = -3.8
SMILES: CCCCn1c(N)c(N(CC(C)C)C(=O)c2cc(Br)c(Br)s2)c(=O)[nH]c1=O
  A = 0.1	B = 0.3	C = 0.8	D = .	E = 0.0	F = -0.1	G = 0.2	H = 14.8	I = .	J = -13.7	K = -9.6
SMILES: O=C(C1CCC1)N1CCC(O)(c2cccc(F)c2)CC1
  A = -0.9	B = 3.2	C = -0.4	D = 9.1	E = 1.3	F = -3.7	G = -2.5	H = -8.3	I = .	J = 4.6	K = -1.4
SMILES: CSc1n[nH]c(NCc2cccs2)n1
  A = 0.8	B = 2.7	C = 1.2	D = -4.8	E = -0.3	F = -1.9	G = -2.9	H = 2.1	I = .	J = -5.9	K = -3.4
SMILES: Nc1c(C(=O)O)sc2nc(-c3ccc(F)cc3)cc(-c3ccccc3)c12
  A = -7.7	B = -5.9	C = -2.2	D = .	E = -8.0	F = 5.2	G = .	H = 0.3	I = 20.5	J = -16.9	K = -17.6
SMILES: COc1cc(NC(=O)CCCNC(=O)Cn2cnc3sc4c(c3c2=O)CCCC4)cc(OC)c1OC
  A = 12.2	B = -2.6	C = -0.9	D = 88.0	E = -0.4	F = 4.7	G = 2.8	H = -11.6	I = 8.0	J = 3.2	K = -11.5
SMILES: CC(=O)c1ccc(N2CCN(C(=O)c3ccco3)CC2)c(F)c1
  A = -10.4	B = 1.2	C = -0.1	D = -6.5	E = -0.4	F = 1.7	G = -0.2	H = -3.2	I = -16.2	J = -4.6	K = -9.1
SMILES: COc1ccc(N(CC(=O)NCc2ccc3c(c2)OCO3)S(=O)(=O)c2ccccc2[N+](=O)[O-])c(OC)c1
  A = 1.2	B = 0.8	C = 0.8	D = -0.6	E = -0.5	F = 0.1	G = 15.6	H = -5.2	I = -12.7	J = -6.0	K = 4.3
SMILES: CC1(C)OC(C)(C)/C(=C/Nc2ccccc2)C1=O
  A = -4.1	B = -1.6	C = 2.7	D = -14.2	E = 1.0	F = 1.3	G = -1.1	H = 4.0	I = -3.2	J = -17.8	K = -1.2
SMILES: Cc1cccc(-c2ncc(CN3CCC(CO)(CCCc4ccccc4)CC3)cn2)c1
  A = 1.5	B = -5.6	C = 0.3	D = -9.2	E = -0.3	F = -2.3	G = 1.5	H = -9.0	I = -24.4	J = -10.0	K = -4.4
SMILES: CCN(CC)c1ccc(C=Nc2ccc(N(C)C)cc2)c(O)c1
  A = -8.5	B = -3.6	C = -1.4	D = 9.8	E = 0.8	F = 1.5	G = 8.6	H = -13.5	I = -2.2	J = 3.0	K = 13.0
SMILES: O=C(N/N=C/c1cccnc1)c1ccc2c(c1)OCO2
  A = -9.9	B = -1.5	C = -0.4	D = 2.1	E = -0.7	F = 4.8	G = 0.9	H = -11.7	I = 19.3	J = -2.7	K = -6.3
SMILES: NC(=O)CCn1nc(-c2ccc(Cl)cc2)c2ccccc2c1=O
  A = 2.9	B = -2.7	C = -1.7	D = -21.5	E = -2.7	F = -4.5	G = -0.1	H = -8.3	I = 6.6	J = 6.3	K = -2.3
SMILES: COc1ccc(N(C)S(=O)(=O)c2cccc3nsnc23)cc1
  A = -4.9	B = 0.1	C = 0.9	D = -12.6	E = 0.6	F = -0.8	G = 7.7	H = 1.5	I = 2.6	J = -5.6	K = -6.6
SMILES: O=C(COc1ccc(Cl)cc1)N1CCN(c2ccc([N+](=O)[O-])c(N3CCCCC3)c2)CC1
  A = 4.8	B = -5.4	C = 1.9	D = 12.7	E = 0.5	F = -0.9	G = .	H = -8.6	I = -49.2	J = -9.6	K = -10.5
SMILES: CC(=O)OCC(OC(C)=O)C(OC(C)=O)C(OC(C)=O)C(=O)Nc1ccccc1C (centres undefined)
  A = .	B = -2.3	C = 1.3	D = 4.2	E = -1.5	F = -0.6	G = 0.0	H = 1.1	I = -26.1	J = 2.3	K = 4.7
SMILES: O=C(CCNC(=O)c1ccco1)Nc1cccc(C(F)(F)F)c1
  A = -14.4	B = -3.5	C = 0.1	D = 0.7	E = -0.9	F = -4.0	G = -3.3	H = -5.1	I = -26.4	J = -8.2	K = -45.5
SMILES: Cc1ccc(NC(=O)COC(=O)CN2C(=O)NC(C)(C)C2=O)cc1S(=O)(=O)N1CCOCC1
  A = 0.0	B = 2.2	C = 0.7	D = 91.3	E = -1.8	F = -1.6	G = -4.5	H = -1.4	I = .	J = -14.6	K = -8.2
SMILES: COc1cc(NC(=O)c2cc(-c3ccc(C)cc3)on2)cc(OC)c1OC
  A = 0.8	B = -0.9	C = -2.4	D = 21.8	E = -12.9	F = -4.5	G = 10.3	H = -6.1	I = -6.4	J = 6.1	K = -2.7
SMILES: COc1ccc(C)cc1S(=O)(=O)N(C)CC(=O)NC1CCCCCC1
  A = .	B = -1.8	C = 0.7	D = 3.8	E = -1.0	F = -5.1	G = -3.7	H = 0.5	I = 25.8	J = -5.2	K = -7.2
SMILES: COc1cc(OC)cc(C(=O)NCCCNC(=O)c2ccccn2)c1
  A = 10.6	B = -0.7	C = -1.0	D = -4.9	E = -0.4	F = -1.5	G = 0.6	H = -1.7	I = 18.6	J = -8.9	K = 1.0
SMILES: COc1ccc(NC(=O)CN2CCOCC2)cc1
  A = -2.0	B = 0.7	C = -1.7	D = -3.6	E = 2.4	F = -6.3	G = -0.4	H = 0.4	I = -10.0	J = -10.3	K = -23.1
SMILES: COc1cc(/C=N/NC(=O)c2nc(C)cc(C)n2)ccc1O
  A = 10.1	B = -1.0	C = -1.1	D = -0.2	E = -0.7	F = 1.2	G = -0.8	H = 4.0	I = -16.4	J = 4.6	K = -6.5
SMILES: O=C(CSc1nnc(Cc2ccccc2)n1C1CCCCC1)N1CCOCC1
  A = -6.2	B = 1.7	C = 0.8	D = -20.1	E = -1.6	F = 1.9	G = .	H = -1.3	I = .	J = -5.8	K = 8.2
SMILES: Cc1cc2cc(CN(Cc3ccc4c(c3)OCO4)Cc3nnnn3C3CCCC3)c(=O)[nH]c2cc1C
  A = -3.1	B = -6.1	C = 0.3	D = 17.3	E = -0.2	F = -3.1	G = -0.5	H = -4.5	I = 20.9	J = -12.5	K = 3.5
SMILES: COc1ccc(-n2c(Cc3cccn3C)nnc2SCC(=O)Nc2cc(C)cc(C)c2)cc1
  A = 2.7	B = -6.7	C = -0.9	D = -6.9	E = 1.6	F = 5.0	G = .	H = -12.3	I = 21.5	J = -14.0	K = -2.9
SMILES: CCCc1c(C)nc2ccc(OC)cc2c1SCCC(=O)O
  A = -0.6	B = -1.0	C = -1.3	D = 264.3	E = -0.1	F = -0.9	G = -1.3	H = 1.5	I = 28.6	J = -7.6	K = 0.5
SMILES: COC(=O)c1ccc(=O)n(CC(=O)c2ccc(Cl)cc2)c1
  A = .	B = -2.4	C = 1.1	D = -22.1	E = 1.0	F = -0.9	G = -1.9	H = 1.5	I = -15.4	J = -1.8	K = 4.7
SMILES: O=C(CCCCC(=O)Nc1c(I)cc(I)c(C(=O)O)c1I)Nc1c(I)cc(I)c(C(=O)O)c1I
  A = -6.9	B = 0.1	C = -3.0	D = -6.1	E = -0.6	F = 5.3	G = .	H = -1.2	I = -6.8	J = -15.2	K = -1.3
SMILES: COC(=O)Cc1ccc(NC(=S)NCCO)cc1
  A = -1.9	B = -3.8	C = -4.1	D = 6.5	E = -0.2	F = 0.3	G = 1.2	H = 4.9	I = -0.1	J = -7.7	K = -1.5
SMILES: CNc1ncc(C(=O)C(C)(C)C)s1
  A = 1.7	B = -3.1	C = -2.0	D = 8.1	E = 0.6	F = 9.0	G = -0.1	H = -4.8	I = 16.2	J = -14.7	K = -13.2
SMILES: CCOC(=O)C1C(c2ccccc2)C(C(=O)OCC)C1c1ccccc1 (centres undefined)
  A = -0.1	B = 0.4	C = 1.2	D = -4.8	E = -1.9	F = -0.3	G = .	H = -4.0	I = -56.2	J = -9.8	K = 11.2
SMILES: COCCNc1nc(-c2ccccc2)nc2ccccc12
  A = 4.0	B = 0.7	C = -1.1	D = -0.2	E = 1.3	F = -4.7	G = 50.8*	H = -19.4	I = -13.5	J = 4.4	K = -9.9
SMILES: Cc1ccc(Cl)cc1NC(=O)COC(=O)CC1CCCCC1
  A = 3.0	B = 1.8	C = 1.3	D = 8.9	E = 1.5	F = 2.6	G = -1.0	H = -10.8	I = -8.6	J = 1.9	K = -13.2
SMILES: CCOc1ncccc1C(=O)Nc1cc(S(=O)(=O)N2CCOCC2)ccc1OCC(F)(F)F
  A = 13.3	B = -1.4	C = 1.2	D = 6.7	E = 0.1	F = -4.2	G = .	H = -13.4	I = .	J = -4.7	K = 3.5
SMILES: CC(C)(C)c1cc(C(=O)Nc2ccccc2)ccn1
  A = -5.5	B = -2.3	C = -0.1	D = -8.3	E = -0.7	F = -0.6	G = 13.0	H = -5.9	I = -37.5	J = -0.3	K = 0.6
SMILES: CN1CCN(S(=O)(=O)NC[C@H]2O[C@@H](n3cnc4c(N)ncnc43)[C@H](O)[C@@H]2O)CC1
  A = 2.8	B = 5.4	C = -0.8	D = .	E = -0.3	F = -8.4	G = .	H = -9.7	I = 7.0	J = 5.8	K = -4.6
SMILES: CC(C)Oc1ccc(CN2CCC(n3nccc3NC(=O)c3cccnc3)CC2)cc1
  A = 2.5	B = 2.5	C = -0.9	D = -7.6	E = -0.4	F = -1.7	G = 0.6	H = -8.7	I = 30.4	J = 0.3	K = -4.5
SMILES: COCCNC(=O)c1ccccc1-c1nc(-c2ccccc2Cl)no1
  A = -16.7	B = 1.8	C = -0.4	D = -8.3	E = 1.0	F = -6.5	G = -0.9	H = -5.5	I = -1.6	J = -2.7	K = -1.4

Just PfHsp90 yeast 2 and CDK5 p35 inh (four entries from above):
Molecule,PfHsp90 yeast 2,CDK5 p35 inh
CC(C)Oc1ccc(CN2CCC(n3nccc3NC(=O)c3cccnc3)CC2)cc1,30.4,-0.4
CC(C)(C)c1cc(C(=O)Nc2ccccc2)ccn1,-37.5,-0.7
COC(=O)Cc1ccc(NC(=S)NCCO)cc1,-0.1,-0.2
CCOc1ncccc1C(=O)Nc1cc(S(=O)(=O)N2CCOCC2)ccc1OCC(F)(F)F,.,0.1
